Assay outcomes: PubChem, National Center for Advancing Translational Sciences (NCATS)
TbPYK inhibitor: blocks Trypanosoma brucei pyruvate kinase. TbPYK enzyme, Kinase-Glo Plus ATP luminescence, 45 min. 410,000 tested, 0.12% active. Potency, µM (doses to about 76.8 µM), inactives show top-dose activity, negative = inhibition, hits mostly inhibitors; note: nearly all actives have a fitted effect of over 50% in size
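Enzyme and substrate buffer are dispensed first and compound is pin-transferred. ADP at 130 uM final then starts the reaction, which runs 45 min at room temperature. Detection reagent is added for 10 min before luminescence is imaged.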
LmPK inhibitor: inhibitors of Leishmania mexicana pyruvate kinase; Q27686; purified LmPK, Kinase-Glo ATP luminescence, 1 h; Potency, µM (highest dose often 57.5 µM), for inactives: at the top dose activity change, negative = inhibition, most hits filed as inhibitors; 290,000 tested, 0.37% active
Target sequence (Q27686 whole entry, looked up): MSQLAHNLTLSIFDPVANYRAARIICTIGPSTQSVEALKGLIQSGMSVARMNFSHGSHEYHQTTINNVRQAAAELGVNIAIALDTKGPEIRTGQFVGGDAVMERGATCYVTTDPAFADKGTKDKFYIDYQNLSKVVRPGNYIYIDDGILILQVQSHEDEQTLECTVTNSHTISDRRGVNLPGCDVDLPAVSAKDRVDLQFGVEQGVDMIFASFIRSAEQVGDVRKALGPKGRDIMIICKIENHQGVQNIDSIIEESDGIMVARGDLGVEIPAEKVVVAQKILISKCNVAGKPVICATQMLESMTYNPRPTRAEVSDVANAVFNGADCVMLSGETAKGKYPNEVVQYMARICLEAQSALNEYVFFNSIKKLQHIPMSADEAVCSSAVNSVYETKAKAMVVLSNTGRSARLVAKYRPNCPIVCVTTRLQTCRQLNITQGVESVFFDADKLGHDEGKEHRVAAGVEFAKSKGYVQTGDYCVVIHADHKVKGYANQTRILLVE
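Screened at intermediate enzyme activity to detect both inhibitors and activators: LmPK at 0.1 nM, with a 0.5 nM enzyme column as activation reference. PEP 0.5 mM, ADP 0.1 mM; ATP detected by luminescence after 1 h.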
Sm TGR block: S. mansoni TGR enzyme inhibition; Q962Y6; purified TGR, DTNB reduction, TNB absorbance 405 nm; Potency, µM (doses to about 114 µM), for inactives: at the top dose activity change, negative = inhibition, usual class: inhibitors; 360,000 tested, 3% active; note: nearly all actives have a fitted effect of over 60% in size
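Kinetic colorimetric format: TGR-catalysed, NADPH-driven DTNB reduction monitored via TNB absorbance. Enzyme dispensed at 20 nM; compound exposure 15 min at room temperature before reaction start.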
The depositor's hits bear a star; ? = inconclusive; nt = no result given; & = joins results of further samples; [ ] = another dose, or the depositor's remark. Calls come from the whole dose curve; as a rule, active = well fitted curve in the direction sought with a large enough effect; inconclusive = small, poorly fitted or top-dose-only effect, or another doubt; inactive = no such curve, though single readings can be large; an effect the other way counts as inactive or inconclusive. % is set by controls: 0 for no effect and ±100 for the full control effect; potency is the fitted concentration of half-maximal effect. The list is partial. The share of hits here may be higher or lower than overall.

SMILES	TbPYK inhibitor	LmPK inhibitor	Sm TGR block
COCC(=O)N1CCc2nc(COc3ccccc3)c3c(c2C1)CO[C@@H](C)C3	nt	0%[11.5 µM]	nt
CCCCS(=O)(=O)N1C2=NC(C(=O)OC)=C(C(=O)OC)[C@@H]3N(C)c4ccccc4[C@]23C[C@H]1C(=O)OC	nt	4%[11.5 µM]	nt
CCCCS(=O)(=O)N1CCc2nc(-c3ccccc3)c3c(c2C1)CO[C@@H](C)C3	nt	-2%[11.5 µM]	nt
CC1(OC(=O)c2cnc3ccccc3n2)C(=O)C=C2C=C3CCCN3C=C2C1=O (stereo unspecified)	nt	-6%[11.5 µM]	nt
CC#CCN1c2ccccc2[C@]23C[C@@H](C(=O)OC)N(S(=O)(=O)c4c(C)noc4C)C2=NC(C(=O)OC)=C(C(=O)OC)[C@H]13	nt	-5%[11.5 µM]	nt
C[C@H](NC(=O)N1CCc2nc(COc3ccccc3)c3c(c2C1)CO[C@@H](C)C3)c1ccccc1	nt	-1%[11.5 µM]	nt
CCCCc1nc2c(c3c1C[C@H](C)OC3)CN(C(=O)Cc1cccc(OC)c1)CC2	nt	-3%[11.5 µM]	nt
C[C@H]1Cc2c(COc3ccccc3)nc3c(c2CO1)CN(C(=O)Nc1cccc(C#N)c1)CC3	nt	-2%[11.5 µM]	nt
COc1ccc(N2C=C3C(=O)C(C)(OC(=O)C4CCCC4)C(=O)C=C3C=C2c2ccsc2)cc1 (stereo unspecified)	nt	-4%[11.5 µM]	nt
COC(=O)C1=C(C(=O)OC)[C@@H]2N(C)c3ccc(OC)cc3[C@@]23C[C@@H](C(=O)OC)N(S(=O)(=O)c2ccc4c(c2)OCCN4C)C3=N1	nt	-6%[11.5 µM]	nt
COC(=O)CC1c2ccccc2C=C(C)N1C(=O)OC (stereo unspecified)	nt	-3%[11.5 µM]	nt
CC#CCN1c2ccccc2[C@]23C[C@@H](C(=O)OC)N(C(=O)COCc4ccccc4)C2=NC(C(=O)OC)=C(C(=O)OC)[C@H]13	nt	-1%[11.5 µM]	nt
C=CC1=C2C=C(C3CC3)N(c3ccc(OC)cc3)C=C2C(=O)C(C)(OC(=O)c2ccco2)C1=O (stereo unspecified)	nt	7%[11.5 µM]	nt
COC(=O)[C@@H]1[C@@H](C)N(CCc2cc(OC)c(OC)c(OC)c2)C(=O)N[C@H]1c1ccccc1	nt	-1%[11.5 µM]	nt
CCCCc1cc2c(cn1)C(=O)C(C)(OC(C)=O)C(=O)C2 (stereo unspecified)	nt	-7%[11.5 µM]	nt
COC(=O)C1=C(C(=O)OC)[C@@H]2N(C)c3ccccc3[C@@]23C[C@@H](C(=O)OC)N(S(=O)(=O)c2c(C)noc2C)C3=N1	nt	2%[11.5 µM]	nt
CCCCCCCC1=Cc2ccccc2C(CC(=O)c2ccccc2)N1C(=O)OC (stereo unspecified)	nt	-4%[11.5 µM]	nt
CC#CCN1c2ccccc2[C@]23C[C@@H](C(=O)OC)N(S(=O)(=O)c4ccc(C)cc4)C2=NC(C(=O)OC)=C(C(=O)OC)[C@H]13	nt	2%[11.5 µM]	nt
COC(=O)N1C2=C(c3ccccc3[C@@H]1CC(=O)Nc1ccc3cc4ccccc4cc3c1)[C@@H]1C(=O)N(c3ccccc3)C(=O)[C@@H]1[C@H](C)C2	nt	-3%[11.5 µM]	nt
C=CC1=C2C=C(C3CC3)N(C(CO)CO)C=C2C(=O)C(C)(OC(=O)c2ccco2)C1=O (stereo unspecified)	nt	-2%[11.5 µM]	nt
COC(=O)C(C(=O)OC)C1c2ccccc2C=C(C)N1C(=O)OC (stereo unspecified)	nt	-1%[11.5 µM]	nt
C[C@H]1Cc2c(COc3ccccc3)nc3c(c2CO1)CN(S(=O)(=O)c1ccc(Cl)c2nonc12)CC3	nt	-4%[11.5 µM]	nt
COC(=O)C1=C(C(=O)OC)[C@@H]2N(Cc3ccccc3)c3ccccc3[C@@]23C[C@@H](C(=O)OC)N(S(=O)(=O)c2ccc(C)cc2)C3=N1	nt	-3%[11.5 µM]	nt
COc1ccc(NC(=O)N2CCc3nc(-c4ccc(OC)cc4C)c4c(c3C2)CO[C@@H](c2ccccc2)C4)cc1	nt	0%[11.5 µM]	nt
C[C@H]1Cc2c(COc3ccccc3)nc3c(c2CO1)CN(C(=O)Cc1cccs1)CC3	nt	-9%[11.5 µM]	nt
C[C@H]1Cc2c(-c3ccccc3)nc3c(c2CO1)CN(C(=O)C1CCCCC1)CC3	nt	-2%[11.5 µM]	nt
COC(=O)N1C2CC3(C)CC(=O)CC1(C)C3c1ccccc12 (stereo unspecified)	nt	-3%[11.5 µM]	nt
CCCCc1nc2c(c3c1C[C@H](C)OC3)CN(C(=O)NCCCC(=O)OCC)CC2	nt	-16%[11.5 µM]	nt
COCC(=O)N1CCc2nc(-c3ccc(OC)cc3C)c3c(c2C1)CO[C@@H](c1ccccc1)C3	nt	-3%[11.5 µM]	nt
COc1ccc(-c2nc3c(c4c2C[C@H](c2ccccc2)OC4)CN(C(=O)C2CCCCC2)CC3)c(C)c1	nt	-8%[11.5 µM]	nt
COC(=O)N1C(C)=Cc2ccccc2C1CC(C)=O (stereo unspecified)	nt	-1%&-2%[11.5 µM]	nt
CC[C@@H](C)CN1C(=O)N[C@@H](c2ccccc2)C(C(=O)OC)=C1C	nt	-7%[11.5 µM]	nt
C[C@H]1Cc2c(-c3ccccc3)nc3c(c2CO1)CN(S(=O)(=O)c1ccc(C#N)cc1)CC3	nt	-1%[11.5 µM]	nt
COc1cc(NC(=O)CCN2CCN(c3ccccc3)CC2)cc(OC)c1	nt	nt	-2%
C=C(C)CN1CC[C@]23c4c5ccc(O)c4O[C@H]2c2[nH]c4ccccc4c2C[C@@]3(O)C1C5	nt	4%	-18%
CCCCC(=O)N(Cc1ccc(-c2ccccc2-c2nn[nH]n2)cc1)[C@H](C(=O)O)C(C)C	nt	2%	-2%
Cc1cc(=O)[nH]c2c(C)c(Cl)ccc12	nt	6%	2%
O=C(O[C@@H]1Cc2c(O)cc(O)cc2O[C@@H]1c1cc(O)c(O)c(O)c1)c1cc(O)c(O)c(O)c1	nt	7%	11µM*
FC(F)(F)c1cccc(N2CCNCC2)c1	nt	2%	?
CC(=O)NC[C@H]1CN(c2ccc(N3CCOCC3)c(F)c2)C(=O)O1	nt	1%	5%
CO[C@H]1C=CO[C@@]2(C)Oc3c(C)c(O)c4c(O)c(c5c(c4c3C2=O)NC2(CCN(CC(C)C)CC2)N=5)=NC(=O)C(C)=CC=C[C@H](C)[C@H](O)[C@@H](C)[C@@H](O)[C@@H](C)[C@H](OC(C)=O)[C@@H]1C	nt	-20%	-3%
COc1cc2nc(N(C)CCCNC(=O)C3CCCO3)nc(N)c2cc1OC (stereo unspecified)	nt	9%	2%
C[C@@H](c1ncncc1F)[C@](O)(Cn1cncn1)c1ccc(F)cc1F	nt	2%	0%
CC(C)OC(=O)CCC/C=C\C[C@@H]1[C@@H](CC[C@@H](O)CCc2ccccc2)[C@H](O)C[C@@H]1O	nt	6%	0%
NC[C@@H]1O[C@H](O[C@H]2[C@@H](O)[C@H](O[C@@H]3[C@@H](O)[C@H](N)C[C@H](N)[C@H]3O[C@H]3O[C@H](CO)[C@@H](O)[C@H](O)[C@H]3N)O[C@@H]2CO)[C@H](N)[C@@H](O)[C@@H]1O	nt	-6%	4%
C[C@@H]1CN(c2c(F)c(N)c3c(=O)c(C(=O)O)cn(C4CC4)c3c2F)C[C@H](C)N1	nt	-4%	-13%
C[C@H](CO)N1C[C@H](C)[C@@H](CN(C)S(=O)(=O)c2ccc(Cl)cc2)OCc2cnnn2CCCC1=O	13%	nt	nt
O=C(c1csnn1)N1CCC2(CC1)CCN(c1ccccn1)CC2	-5%	nt	nt
COc1cc2c(cc1OC)C(=O)C(c1ccc3c(c1)OCO3)CC2 (stereo unspecified)	-1%	nt	nt
c1ccc(COc2ncnc3c2ncn3CCCN2CCN(Cc3cccc4ccccc34)CC2)cc1	2%	nt	nt
COc1ccccc1CNc1nc(Oc2cccc(F)c2)c2sccc2n1	-3%	nt	nt
CCC(=O)N(C)C[C@H]1Oc2cc(-c3cccnc3)ccc2S(=O)(=O)N([C@H](C)CO)C[C@H]1C	3%	nt	nt
C[C@H]1COc2cccc(N3CCN(Cc4ccccc4F)CC3)c2S(=O)(=O)N1	-4%	nt	nt
O=C(c1cccc(F)c1)N1CCC[C@@]2(CCN(c3ccccn3)C2)C1	0%	nt	nt
CCOC(=O)C1CCCN(C(=O)c2ccc(SC(F)(F)F)cc2)CC1 (stereo unspecified)	0%	nt	nt
O=C(Nc1nnc([C@@H]2C[C@H](O)[C@@H](CO)O2)s1)Nc1cccc2c1CCCC2	6%	nt	nt
O=C(Nc1ccc(Cl)cc1)C1Cc2c(-c3ccc4c(c3)OCO4)ccnc2O1 (stereo unspecified)	-2%	nt	nt
C[C@@H]1CN([C@@H](C)CO)C(=O)c2cc(Br)cnc2O[C@H]1CN(C)Cc1cccnc1	10%	nt	nt
O=C1NC(Cc2ccc(O)cc2)c2nc3ccc(F)cc3c(=O)n2-c2ncccc21 (stereo unspecified)	3%	nt	nt
CCOC(=O)C1CN(C(=O)OCC)CC1=NNC(N)=O (stereo unspecified)	5%	nt	nt

A draw from above in order of number of heavy atoms, low to high.
SMILES	TbPYK inhibitor	LmPK inhibitor	Sm TGR block
C[C@@H]1CN([C@@H](C)CO)C(=O)c2cc(Br)cnc2O[C@H]1CN(C)Cc1cccnc1	10%	nt	nt
COc1ccc(N2C=C3C(=O)C(C)(OC(=O)C4CCCC4)C(=O)C=C3C=C2c2ccsc2)cc1 (stereo unspecified)	nt	-4%[11.5 µM]	nt
C[C@H]1Cc2c(COc3ccccc3)nc3c(c2CO1)CN(S(=O)(=O)c1ccc(Cl)c2nonc12)CC3	nt	-4%[11.5 µM]	nt
COC(=O)C1=C(C(=O)OC)[C@@H]2N(C)c3ccccc3[C@@]23C[C@@H](C(=O)OC)N(S(=O)(=O)c2c(C)noc2C)C3=N1	nt	2%[11.5 µM]	nt
CC#CCN1c2ccccc2[C@]23C[C@@H](C(=O)OC)N(S(=O)(=O)c4ccc(C)cc4)C2=NC(C(=O)OC)=C(C(=O)OC)[C@H]13	nt	2%[11.5 µM]	nt

2 successive records from above, quoted:
SMILES	TbPYK inhibitor	LmPK inhibitor	Sm TGR block
COCC(=O)N1CCc2nc(COc3ccccc3)c3c(c2C1)CO[C@@H](C)C3	nt	0%[11.5 µM]	nt
CCCCS(=O)(=O)N1C2=NC(C(=O)OC)=C(C(=O)OC)[C@@H]3N(C)c4ccccc4[C@]23C[C@H]1C(=O)OC	nt	4%[11.5 µM]	nt

Continued.
SMILES	TbPYK inhibitor	LmPK inhibitor	Sm TGR block
COC(=O)c1ccc2nc(-c3ccc(F)cc3)c(Cc3ccsc3)n2c1	3%	nt	nt
COc1ccc(S(=O)(=O)N2CCOCC2)cc1NC(=O)CN1C(=O)NC2(CCC(C)CC2)C1=O (stereo unspecified)	-2%	nt	nt
CC(C)NC(=O)N1CCC2(CC1)CCN(C(=O)c1cc(C(F)(F)F)cc(C(F)(F)F)c1)CC2	0%	nt	nt
COC(=O)c1ccc2nc(C3CCCCC3)c(Cc3ccc(OC)cc3C)n2c1	-4%	nt	nt
COc1ccc(S(=O)(=O)NC(=O)C2(C)CCN2C(=O)c2cccc(F)c2)cc1 (stereo unspecified)	-3%	nt	nt
CC(=O)N1CCC2(CCCN(c3ccncc3)C2)CC1	-5%	nt	nt
COc1cccc2c1oc1c(SCc3nc4ccccc4[nH]3)nc(C)nc12	-3%	nt	nt
Cc1cnc(CNC(=O)c2csc([C@@H]3C[C@H](O)[C@@H](CO)O3)n2)cn1	5%	nt	nt
C[C@@H]1CN([C@@H](C)CO)S(=O)(=O)c2ccc(Br)cc2O[C@@H]1CN(C)C(=O)C1CC1	1%	nt	nt
O=C(NCCc1ccc(O)cc1)c1[nH]c(C(F)(F)F)nc1-c1ccccc1	4%	nt	nt
COc1cccc(CNc2nc3cc(-c4ccc(OC)cc4C)sc3c(=O)n2C)c1	2%	nt	nt
O=C(NCc1ccccc1Cl)c1ccc2nc([C@H]3C[C@H](O)[C@@H](CO)O3)[nH]c2c1	1%	nt	nt
COc1ccc(Oc2ncc3ncc(=O)n(Cc4cccs4)c3n2)cc1	-2%	nt	nt
C[C@H](CO)N1C[C@H](C)[C@@H](CN(C)S(=O)(=O)c2ccc(-n3cccn3)cc2)OCc2cnnn2CCCC1=O	-4%	nt	nt
NC(Cc1ccccc1)c1csc(NC(=O)c2cccc(OC(F)(F)F)c2)n1 (stereo unspecified)	-14%	nt	nt
